Giardia kill: Small Molecules that selectively kill Giardia lamblia: qHTS; Giardia lamblia trophozoite viability; activity change, % at 7.66 µM, hits read low; 340,000 tested, 0.15% active; AID 540267, 2011; in the data active = activity change below about -80%; inconclusive = between about -30% and that limit;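 also: parasites exposed to compound for two days anaerobically before the ATP read; % is scaled to controls: 0 for no effect and ±100 for the full control effect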
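Each well holds 100 Giardia trophozoites and compound. After two days (48 hrs) at 37 deg C in anaerobic conditions, ATP is quantified by luminescence.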
p53 reactivator: qHTS assay for re-activators of p53 using a Luc reporter; H1299 p53-A138V BP100-luciferase reporter, luminescence, 24 h; 320,000 tested, 0.063% active; Potency, µM (series often up to 92.2 µM), for inactives: top-dose activity change, positive = activation, hits mostly activators; also: potency is read from the fitted curve at half-maximal effect; % of control where 0% means no effect; nearly all actives have a fitted effect of over 45% in size
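p53-null H1299 cells stably carrying temperature-sensitive p53-A138V and a BP100-luciferase reporter were pinned with compounds (4-point, 1:5 series) and held 24 hrs at 37 deg C. Luminescence was read 10 min after detection reagent.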
Menin-MLL TR inh: qHTS Assay for Inhibitors Targeting the Menin-MLL Interaction in MLL Related Leukemias: Competition With Texas Red Labeled MLL-derived Mutant Peptide | O00255 | Menin + Texas Red MLL mutant peptide, fluorescence polarization | Potency, µM (top dose mostly 61.6 µM), without a hit: top-dose FP activity change, negative = inhibition, actives largely listed as inhibitors | 270,000 tested, 0.23% active | AID 1768, 2009; active = well fitted inhibition curve with a large enough effect in the polarisation, with a control signal flat, not every such curve was filed as active; inconclusive = small, poorly fitted or top-dose-only effect, or effect the other way, or a change in a side signal; inactive = no such curve, though single readings can be large or run the other way; the % refers to the polarisation; also: potency is read from the fitted curve at half-maximal effect; % of control where 0% means no effect; many of its hits are not listed in these tables
Rab9 prom act: qHTS Assay for Rab9 Promoter Activators; Huh7 Rab9 promoter-luciferase reporter, luminescence, 24 h; Potency, µM (doses to about 9.22 µM), for the others: top-dose activation, negative = inhibition, hits mostly activators; 320,000 tested, 2.8% active; AID 485297, 2010; also: potency is read from the fitted curve at half-maximal effect; % of control where 0% means no effect; nearly all actives have a fitted effect of over 60% in size
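Promoter activation is measured as luciferase luminescence in Huh7 cells stably transfected with a Rab9 promoter–luciferase construct, following 24 h compound exposure at 37 °C and 10 min reagent incubation at ambient temperature.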
BRCA1 expr act: qHTS Assay to Identify Small Molecule Activators of BRCA1 Expression; MCF7-BRCA1-FFLuc reporter, luminescence, 48 h; response scale: scaled: vehicle 0%, 10 µM genistein 100%; Potency, µM (titrated, usually from 46.1 µM), for inactives: at the top dose activation, actives largely listed as activators; 380,000 tested, 1.1% active; AID 624202, 2012; also: potency is read from the fitted curve at half-maximal effect; nearly all actives have a fitted effect of over 80% in size; some results filed as inactive show a strong effect at the top dose
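First, MCF7-BRCA1-FFLuc cells (2000/well) attach for 2 h; next, compounds are pin-added and incubated 48 h at 37 °C; finally, luciferase reagent is added and luminescence read after 15 min.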
RORg inh: qHTS for inhibitors of ROR gamma transcriptional activity | Nuclear receptor ROR-gamma (Mus musculus), P51450 | 310,000 tested, 5.4% active | Potency, µM (series often up to 53.6 µM), inactives show at the top dose activity change, negative = inhibition, actives largely listed as inhibitors | Drosophila S2 Gal4-RORgamma UAS-luciferase reporter, 20 h; also: potency is read from the fitted curve at half-maximal effect; % is scaled to controls: 0 for no effect and ±100 for the full control effect; nearly all actives have a fitted effect of over 60% in size
Target sequence (P51450 whole entry, looked up, the tested form may be a part): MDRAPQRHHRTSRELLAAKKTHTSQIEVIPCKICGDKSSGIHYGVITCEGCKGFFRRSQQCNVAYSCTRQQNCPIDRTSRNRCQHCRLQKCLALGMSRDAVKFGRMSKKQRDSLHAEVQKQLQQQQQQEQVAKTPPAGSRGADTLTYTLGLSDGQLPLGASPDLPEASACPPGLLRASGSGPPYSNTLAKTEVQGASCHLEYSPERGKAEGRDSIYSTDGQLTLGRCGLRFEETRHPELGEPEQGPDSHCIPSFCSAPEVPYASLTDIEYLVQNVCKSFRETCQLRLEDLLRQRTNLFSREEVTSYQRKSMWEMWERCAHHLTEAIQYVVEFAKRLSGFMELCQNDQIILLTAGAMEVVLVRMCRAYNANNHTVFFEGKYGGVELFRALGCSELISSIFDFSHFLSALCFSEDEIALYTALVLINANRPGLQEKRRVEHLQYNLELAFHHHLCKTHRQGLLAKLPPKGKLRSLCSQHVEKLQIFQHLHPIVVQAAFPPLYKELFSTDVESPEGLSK
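Using a luciferase readout, inhibitors were identified by reduced reporter activity in Drosophila cells coexpressing a copper-inducible Gal4–ROR gamma fusion and UAS-driven Photinus luciferase, incubated 20 hr after 700 uM copper sulfate.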
VP16 counter: VP16 counterscreen qHTS for inhibitors of ROR gamma transcriptional activity; Drosophila S2 Gal4-VP16 UAS-luciferase, luminescence, 20 h; Potency, µM (highest dose often 53.6 µM), for inactives: top-dose activity, negative = inhibition, usual class: inhibitors; AID 2546, 2010; 310,000 tested, 3.5% active;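 also: Gal4-VP16 expression switched on by copper sulfate through the metallothionein promoter; potency is read from the fitted curve at half-maximal effect; % is scaled to controls: 0 for no effect and ±100 for the full control effect; nearly all actives have a fitted effect of over 50% in size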
FLuc modulator: qHTS profiling assay for firefly luciferase inhibitor/activator using purifed enzyme and Km concentrations of substrates (counterscreen for miR-21 project). 360,000 tested, 6.9% active. Potency, µM (series often up to 57.5 µM), inactives show at the highest dose activity change, negative = inhibition, actives largely listed as inhibitors. AID 588342, 2011. Luciferin 4-monooxygenase (Photinus pyralis), P08659. purified FLuc, Km substrates, luminescence inhibition;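 also: potency is read from the fitted curve at half-maximal effect; plate controls were vehicle for no effect and reference inhibitor for full effect; nearly all actives have a fitted effect of over 55% in size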
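Biochemical qHTS of compounds, final roughly 60 µM downward over six points, against 10 nM purified firefly luciferase using Km concentrations of substrates (10 uM D-luciferin, 10 uM ATP) in Tris acetate pH 7.5 buffer; luminescence output.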
ELG1 genotox: qHTS screen for small molecules that induce genotoxicity in human embryonic kidney (HEK293T) cells expressing luciferase-tagged ELG1 | HEK293T ELG1-luciferase reporter, luminescence, 16 h | Potency, µM (highest dose often 46 µM), without a hit: top-dose activity change, positive = activation, usual class: activators | 330,000 tested, 1.3% active; also: potency is read from the fitted curve at half-maximal effect; % of control where 0% means no effect; nearly all actives have a fitted effect of over 60% in size
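After overnight (16 hr) compound treatment at 37 °C, ELG1-luciferase HEK293T cells were lysed with ONE-Glo; luminescence quantified 30 min later at room temperature.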
PKM2 activator: qHTS Assay for Activators of Human Muscle isoform 2 Pyruvate Kinase. 260,000 tested, 0.34% active. AID 1631, 2009. Potency, µM (series often up to 57.5 µM), inactives show at the highest dose activation, most hits filed as activators. Pyruvate kinase PKM (Homo sapiens), P14618. purified PKM2, Kinase-Glo ATP luminescence, activation; response scale: 0% is enzyme alone, no compound; also: potency is read from the fitted curve at half-maximal effect; % is scaled to controls: 0 for no effect and ±100 for the full control effect; nearly all actives have a fitted effect of over 55% in size
Target sequence (P14618 whole entry, looked up, canonical isoform): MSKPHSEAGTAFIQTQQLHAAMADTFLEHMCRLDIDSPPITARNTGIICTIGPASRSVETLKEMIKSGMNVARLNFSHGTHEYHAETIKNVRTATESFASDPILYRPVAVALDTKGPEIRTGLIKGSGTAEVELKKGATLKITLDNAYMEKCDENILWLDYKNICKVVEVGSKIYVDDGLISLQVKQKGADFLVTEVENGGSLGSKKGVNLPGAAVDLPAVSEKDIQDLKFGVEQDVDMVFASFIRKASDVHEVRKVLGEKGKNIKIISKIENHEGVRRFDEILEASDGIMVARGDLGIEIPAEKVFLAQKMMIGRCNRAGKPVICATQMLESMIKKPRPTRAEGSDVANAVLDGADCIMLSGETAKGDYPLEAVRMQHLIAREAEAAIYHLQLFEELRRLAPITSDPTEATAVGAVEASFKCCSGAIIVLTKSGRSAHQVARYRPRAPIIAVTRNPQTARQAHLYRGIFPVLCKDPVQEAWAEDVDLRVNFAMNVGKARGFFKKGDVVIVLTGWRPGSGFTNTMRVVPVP
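hPK-M2, >95% pure; 0.1 mM ADP / 0.5 mM PEP final; imidazole pH7.2 buffer w/ 7 mM MgCl2, 50 mM KCl; 1 h RT; Kinase-Glo lum. Intermediate enzyme activity for dual inhibitor/activator qHTS.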
NPC1 prom act: qHTS Assay for NPC1 Promoter Activators | Huh7 NPC1 promoter luciferase reporter, 24 h | Potency, µM (doses to about 9.22 µM), for the others: top-dose activation, hits mostly activators | 320,000 tested, 2.4% active;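 also: potency is read from the fitted curve at half-maximal effect; % of control where 0% means no effect; nearly all actives have a fitted effect of over 60% in size; reporter is driven by a mutant NPC1 promoter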
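Luminescence from an NPC1 promoter-driven luciferase reporter in stably transfected Huh7 cells was measured after 24 h compound treatment at 37 °C, followed by 10 min ambient incubation with luciferase detection reagent.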
* marks the source's active call; other numbers are inactive results; & = joins results of further samples; [ ] = another dose, or the depositor's remark. Unless noted, calls follow the shape of the dose curve; as a rule, active = well fitted curve in the direction sought with a large enough effect; inconclusive = small, poorly fitted or top-dose-only effect, or another doubt; inactive = no such curve, though single readings can be large; an effect the other way counts as inactive or inconclusive. Only part of the results is shown; count on the stated rates, not on these rows.

`CCCCn1c(O)c(C(C)=NC(Cc2c[nH]c3ccccc23)C(=O)OC)c(=O)[nH]c1=O` (stereo not drawn) gave Giardia kill -8, p53 reactivator -34%[inhibitor], Menin-MLL TR inh 6%, Rab9 prom act -7%, BRCA1 expr act 6%, RORg inh 17%, VP16 counter -20%, FLuc modulator 5%, ELG1 genotox -4%, PKM2 activator inconclusive and NPC1 prom act -2%.
For COc1ccc(CN2CCNCC2)c(OC)c1OC the results were Giardia kill 7&-16, p53 reactivator 11%&6%, Menin-MLL TR inh -24%, Rab9 prom act -2%&-2%, BRCA1 expr act 0%&11%, RORg inh 0%, VP16 counter -3%, FLuc modulator 0%&0%, ELG1 genotox inconclusive, PKM2 activator -2% and NPC1 prom act -6%&6%.
CCCCOc1ccc(CN2CCN(CCO)CC2)cc1 was read as Giardia kill -17, p53 reactivator inconclusive, Menin-MLL TR inh 2%, Rab9 prom act 7%, RORg inh 36%, VP16 counter 20%, FLuc modulator -14%, ELG1 genotox inconclusive, PKM2 activator -5% and NPC1 prom act 9%.
`COC(=O)C1=C(c2ccc(F)cc2OCc2ccccc2)C[C@@H]2CC[C@H]1N2C(=O)NC1CCCCC1` gave Giardia kill 0, p53 reactivator 3%, Rab9 prom act -2%, BRCA1 expr act -71%, FLuc modulator -2%, ELG1 genotox -4% and NPC1 prom act -4%.
`CCCCn1c(C)c(C(=O)O)c2cc(OC)c3ccccc3c21` gave Giardia kill inconclusive, p53 reactivator 8%, Menin-MLL TR inh 5%, Rab9 prom act 17%, BRCA1 expr act -41%, RORg inh 0%, VP16 counter 5%, FLuc modulator 0%, ELG1 genotox -5% and NPC1 prom act -4%.
For COC(=O)C1=C(c2ccc(-c3ccccc3)c(F)c2)C[C@@H]2CC[C@H]1N2C(=O)NCC1CC1 the results were Giardia kill 3, p53 reactivator 10%, Rab9 prom act -26%, BRCA1 expr act -46%, FLuc modulator -1%, ELG1 genotox 2% and NPC1 prom act -11%.
For CC(C)(C)c1ccc(O)c(CN2CCN(c3ccccc3)CC2)c1 the results were Giardia kill -6, p53 reactivator -3%, Menin-MLL TR inh 3%, Rab9 prom act 5%, BRCA1 expr act 5%, RORg inh 10%, VP16 counter -8%, FLuc modulator 0%, ELG1 genotox -3%, PKM2 activator 9% and NPC1 prom act 2%.
Screening O=c1[nH]c(=O)n(CCC2=CCCCC2)c(O)c1C=NCCN1CCNCC1 returned Giardia kill -14, p53 reactivator -5%, Menin-MLL TR inh 1%, Rab9 prom act -4%, BRCA1 expr act -19%, RORg inh -1%, VP16 counter -3%, FLuc modulator -1%, ELG1 genotox 0%, PKM2 activator -3% and NPC1 prom act 2%.
Cc1ccc(-n2c(O)c(C=NCCN(C)C)c(=O)[nH]c2=O)cc1 was read as Giardia kill 2, p53 reactivator -2%, Menin-MLL TR inh 2%, Rab9 prom act -11%, BRCA1 expr act -4%, RORg inh -3%, VP16 counter -20%, FLuc modulator -2%, ELG1 genotox -1%, PKM2 activator -1% and NPC1 prom act 1%.
Screening O=C(Nc1ccc(Cl)cc1C(=O)c1ccccc1)c1ccco1 returned Giardia kill -4, p53 reactivator -1%, Menin-MLL TR inh 0%, Rab9 prom act -5%, BRCA1 expr act 2%, RORg inh 10%, VP16 counter 0%, FLuc modulator 5%, ELG1 genotox -1%, PKM2 activator 10% and NPC1 prom act 2%.
Screening CC1CC(C)CN(S(=O)(=O)c2ccc3c(c2)oc(=O)n3CC(=O)N(C)Cc2ccccc2)C1 (stereo not drawn) returned Giardia kill -21, p53 reactivator 12%, Menin-MLL TR inh inconclusive, Rab9 prom act -7%, BRCA1 expr act 2%, RORg inh -33%, VP16 counter -9%, FLuc modulator 1%, ELG1 genotox -5%, PKM2 activator 0% and NPC1 prom act 0%.
O=C1NC(c2cccnc2)Nc2sc3c(c21)CCCC3 (stereo not drawn) was read as Giardia kill -14, p53 reactivator inconclusive, Menin-MLL TR inh -9%, Rab9 prom act 2%, BRCA1 expr act 78%, RORg inh 38%, VP16 counter -2%, FLuc modulator inconclusive, ELG1 genotox inconclusive, PKM2 activator 3% and NPC1 prom act 11%.
Cc1nc2ccc(NC(=O)C3COc4ccccc4O3)cc2s1 (stereo not drawn) was read as Giardia kill -24, p53 reactivator 12%, Rab9 prom act inconclusive, BRCA1 expr act 2%, RORg inh 30%, VP16 counter 4%, FLuc modulator 12µM*, ELG1 genotox inconclusive, PKM2 activator -4% and NPC1 prom act inconclusive.
Screening COc1ccc(-n2c(O)c(C=NCCCn3ccnc3)c(=O)[nH]c2=O)cc1 returned Giardia kill 6, p53 reactivator -1%, Menin-MLL TR inh -1%, Rab9 prom act 3%, BRCA1 expr act -10%, RORg inh -1%, VP16 counter 0%, FLuc modulator 1%, ELG1 genotox 2%, PKM2 activator -5% and NPC1 prom act 0%.
For CC(C)(C)c1ccc(OC(=O)N2CCCCC2)cc1 the results were Giardia kill -8, p53 reactivator 9%, Menin-MLL TR inh -28%, Rab9 prom act 3.2µM*, RORg inh inconclusive, VP16 counter inconclusive, FLuc modulator 11µM*, ELG1 genotox inconclusive, PKM2 activator -3% and NPC1 prom act inconclusive.
CCN(CC)c1ccc(CN2CC=C(c3ccc(F)cc3)CC2)cc1 was read as Giardia kill -5, p53 reactivator 1%, Menin-MLL TR inh -21%, Rab9 prom act -3%, BRCA1 expr act -29%, RORg inh -13%, VP16 counter -6%, FLuc modulator -2%, ELG1 genotox -15%, PKM2 activator -1% and NPC1 prom act -2%.
Screening Cc1ccc2nc(-c3ccncc3)cc(C(=O)N3CCC4(CC3)OCCO4)c2c1 returned Giardia kill inconclusive, p53 reactivator -11%, Menin-MLL TR inh -20%, Rab9 prom act -2%, BRCA1 expr act -10%, RORg inh -4%, VP16 counter 3%, FLuc modulator -10%, ELG1 genotox -19%, PKM2 activator -6% and NPC1 prom act -1%.
Cc1cccc(-n2c(O)c(/C=N/NC(=O)c3ccncc3)c(=O)[nH]c2=O)c1 was read as Giardia kill -2, p53 reactivator 0%, Rab9 prom act -2%, BRCA1 expr act -2%, RORg inh 35µM*, VP16 counter -10%, FLuc modulator -7%, ELG1 genotox 1%, PKM2 activator -5% and NPC1 prom act 0%.
Screening CCC(C)N1C(=O)/C(=C\c2cc3c4c(c2)CCCN4CCC3)C(=O)NC1=S (stereo not drawn) returned Giardia kill 0, p53 reactivator -3%, Menin-MLL TR inh inconclusive, Rab9 prom act -3%, BRCA1 expr act -4%, RORg inh 4%, VP16 counter 12%, FLuc modulator inconclusive, ELG1 genotox -2%, PKM2 activator 0% and NPC1 prom act -2%.
For COC(=O)C1=C(c2ccc(OC)c(OC)c2)C[C@@H]2CC[C@H]1N2C(=O)NC(C)C the results were Giardia kill 10, p53 reactivator 9%, Rab9 prom act -5%, BRCA1 expr act 16%, FLuc modulator 3%, ELG1 genotox 5% and NPC1 prom act -1%.
Screening Cc1cc(C(=O)C[N+]23CCN(CC2)CC3)c(C)n1-c1ccc(Br)cc1 returned Giardia kill -5, p53 reactivator -3%, Menin-MLL TR inh 13%, Rab9 prom act 2%, BRCA1 expr act 0%, RORg inh 14%, VP16 counter 0%, FLuc modulator 0%, ELG1 genotox -2%, PKM2 activator 2% and NPC1 prom act 1%.
`Clc1ccccc1NC1=NCCCS1` gave Giardia kill -12, p53 reactivator -1%, Menin-MLL TR inh -5%, Rab9 prom act 7%, BRCA1 expr act 0%, RORg inh -8%, VP16 counter 1%, FLuc modulator -3%, ELG1 genotox 0%, PKM2 activator 2% and NPC1 prom act -3%.
For Cc1cc2ccccc2n1CCNC(=O)Cc1ccccc1 the results were Giardia kill 2, p53 reactivator -1%, Menin-MLL TR inh inconclusive, Rab9 prom act 0%, BRCA1 expr act -1%, RORg inh 12%, VP16 counter -5%, FLuc modulator -1%, ELG1 genotox inconclusive, PKM2 activator 10% and NPC1 prom act -2%.
C[C@H](N)CN1CCc2ccc(Br)cc21 was read as Giardia kill 0, Menin-MLL TR inh 1%, Rab9 prom act -23%[46.1 µM], BRCA1 expr act -8% and NPC1 prom act -4%[46.1 µM].

Source: PubChem (National Center for Advancing Translational Sciences (NCATS))
